Source: PubChem BioAssay (National Center for Advancing Translational Sciences (NCATS))
aSyn yeast rescue: rescues yeast growth from alpha-synuclein toxicity. S. cerevisiae alpha-synuclein toxicity rescue, BacTiter-Glo growth, 24 h. AID 1347070. actives 0.02% (n = 94,000). Potency, µM (series often up to 46.1 µM), for inactives: at the highest dose growth rescue (activation), usual class: activators; active = well fitted activation curve with a large enough effect; inconclusive = small, poorly fitted or top-dose-only effect; also: 0% is about no effect
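Growth restoration measured by BacTiter-Glo luminescence after 24 hr at 30 deg C; alpha-synuclein yeast, raffinose-pregrown to mid-log, were added at OD600=0.02 in galactose medium onto pinned compounds.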
Numbers without * were called inactive; u = inconclusive; & = joins results of further samples; [ ] = remark or other dose. Potency is read from the fitted curve at half-maximal effect. Not all compounds are listed; count on the stated rates, not on these rows.

SMILES	aSyn yeast rescue
CCOCCCn1c(=N)c(C(=O)NCc2ccccc2)cc2c(=O)n3ccccc3nc21	-9%
COc1ccc(-c2cccc(NS(=O)(=O)c3ccc(C)s3)c2)nn1	-18%
COc1cc(NC(=O)CSc2nc3nc(C)c(Cc4ccc(C)cc4)c(C)n3n2)cc(OC)c1	8%
CC(=O)Nc1ccc(NC(=O)C(NC(=O)C2CCC(C)CC2)C(C)C)cc1 (stereo unspecified)	1%
O=C(Nc1ccccc1C(=O)OCc1cc(=O)n2nc(C3CC3)sc2n1)c1cccc(Cl)c1	-3%
Cc1ccc(NC(=O)C(Cc2c[nH]c3ccccc23)NC(=O)OCC(C)C)cc1 (stereo unspecified)	7%
COc1ccccc1/C=C/c1nc(C#N)c(NCCc2ccccc2)o1	6%
Cc1ccc(NC(=O)C2CCCN(c3nc4ccccc4s3)C2)c(C)c1 (stereo unspecified)	-3%
O=C(COc1ccc2oc3c(c2c1)CCCC3)Nc1ccc(Br)cc1	-9%
COc1ccccc1CNc1nc(-c2ccco2)nn1C(=O)c1cc(OC)c(OC)c(OC)c1	1%
COc1ccccc1-c1cc(C(=O)Nc2cc(OC)c(OC)c(OC)c2)no1	-17%
N#C/C(=C\c1ccc(C#N)cc1)C(=O)c1ccccc1	-6%
CCOC(=O)c1ccc(NC(=S)Nc2ccc(C)cc2)cc1	3%
Cc1ccc(C)c(S(=O)(=O)c2nnn3c2nc(NC2CCCC2)c2sccc23)c1	2%
CC(C)c1ccc(NC(=O)CSc2nc(=O)n(CCN3CCOCC3)c3c2CCC3)cc1	-5%
O=C(N/N=C1\CCSC1)c1cc(Cl)ccc1O	-9%
CCCS(=O)(=O)N1CC(=O)N(c2cc(C)cc(C)c2)C(C)(C(=O)NC2CCCCCC2)C1 (stereo unspecified)	-13%
CC(O)C(NS(=O)(=O)c1ccc(Cl)cc1)C(=O)OCc1cc([N+](=O)[O-])cc2c1OCOC2 (stereo unspecified)	4%
CCc1ccc(NC(=O)CN2C(=O)C(c3ccc(Cl)cc3)=NC23CCCCC3)cc1	14%
CCOCCCN(C(=O)Nc1ccc(Cl)cc1)C1CCN(C(C)=O)CC1	-2%
COc1cc(/C=N/NC(=O)c2ccncc2)ccc1OC(=O)c1cc(OC)c(OC)c(OC)c1	1%
CC(OC(=O)Cc1n[nH]c(=O)c2ccccc12)C(=O)Nc1ccc(S(N)(=O)=O)cc1 (stereo unspecified)	-5%
CC(CNC(=O)C1CCN(C(=O)N2CCOc3ccc(Cl)cc32)CC1)c1ccccc1 (stereo unspecified)	17%
CCCc1cc(C(=O)NCCc2ccc(OC)c(OC)c2)no1	-1%
Cc1cn(-c2cc(C(=O)Nc3ccc(C)c(NC(=O)C(=O)c4c[nH]c5ccccc45)c3)cc(C(F)(F)F)c2)cn1	6%
COc1ccc(OCC(=O)Nc2ccc3c(c2)nc(CCNC(C)=O)n3C)cc1	-1%
O=C1NC(Cc2ccc(O)cc2)c2nc3ccc(F)cc3c(=O)n2-c2ncccc21 (stereo unspecified)	-11%
CCCS(=O)(=O)c1ncc(Cl)c(C(=O)Nc2scc(-c3ccccc3)c2C(=O)OCC)n1	6%
COC(=O)c1ccccc1NC(=O)c1cnn(-c2ccc(F)cc2)c1-n1cccc1	-17%
CCOc1cccc(C(=O)Nc2cc(C)c(O)c(-c3nc4ncccc4o3)c2)c1	4%
CCOC(=O)c1nnn(CC(=O)Nc2cc(C)cc(C)c2)c1C(=O)OCC	-1%
O=C(Nc1ccc2nc(-c3ccccn3)c(-c3ccccn3)nc2c1)N1CCOCC1	18%
Cc1cccc(/C=N/c2sc3c(c2C#N)CCN(Cc2ccccc2)C3)c1O	5%
Cc1ccc(NC(=O)c2ncoc2-c2ccco2)cc1Cl	-12%
CCOC(=O)c1ccccc1NC(=O)CSc1nc2cn(CC)nc2c(=O)n1Cc1ccc(Cl)cc1	7%
O=C(c1cc(-c2ccccc2O)on1)N1CCCCCC1	11%
CCOc1ccccc1C(=O)Nc1nnc(C(C)C)s1	-4%
COc1cccc(-n2c(SCC(=O)Nc3cccc(Cl)c3)nc3c(oc4ccccc43)c2=O)c1	2%
COc1ccc(CNS(=O)(=O)c2cc3c(cc2C)N(C)CCO3)cc1	-1%&-11%
O=C(COC(=O)c1ccc(O)cc1)Nc1cccc(S(=O)(=O)N2CCCCC2)c1	0%
CC(C)CCN(Cc1ccco1)C(=O)c1cc2c(Cl)nc3ccccc3c2s1	7%
O=C(CCCCn1c(=O)[nH]c2ccsc2c1=O)NCCc1ccccc1	-4%
Cc1c(Cl)cccc1NC(=O)C(CCS(C)(=O)=O)N1Cc2ccccc2C1=O (stereo unspecified)	2%
COCc1nnc(NC(=O)c2ccc(S(=O)(=O)N(C)Cc3ccccc3)cc2)o1	10%
Cc1ccc(C(=O)NCC(=O)OCC(=O)NC2CCCC(C)C2C)s1 (stereo unspecified)	-1%
CCN(c1ccccc1)S(=O)(=O)c1cccc(C(=O)NCC(c2ccc(F)cc2)N2CCOCC2)c1 (stereo unspecified)	-50%[inhibitor]
COc1ccccc1N1CCN(CC(O)COc2cc(C)cc(C)c2)CC1 (stereo unspecified)	-2%
O=C(NCc1ccc2c(c1)OCO2)C1CCCN1S(=O)(=O)c1ccc(F)cc1 (stereo unspecified)	-2%
CC(=O)Nc1c(C(=O)Nc2ccccc2F)oc2ccccc12	-8%
Cc1occc1C(=O)NNS(=O)(=O)c1ccc([N+](=O)[O-])cc1	0%
NS(=O)(=O)c1ccc(NC(=S)NC(=O)c2ccc3c(c2)OCO3)cc1	4%
Cc1c(NC(=O)c2ccccc2)cc(C(C)C)c(O)c1S(=O)(=O)c1ccc(Cl)cc1	-4%
CCOC(=O)CSc1nc2ccc(NC(=O)c3ccccc3F)cc2s1	-12%
COC(=O)C1CCN(C(c2ccc(OC)c(OC)c2)c2sc3nc(C)nn3c2O)CC1 (stereo unspecified)	0%
CCc1ccc(NC(=O)c2sc3nc4c(cc3c2N)CN(CC)CC4)cc1	-11%
N#Cc1ccc(OCC(=O)OCC(=O)Nc2ccc(N3CCOCC3)cc2)cc1	-38%[inhibitor]
CC(=O)N1CCCc2ccc(NS(=O)(=O)c3ccc(C)cc3)cc21	-11%
O=S(=O)(c1ccc2ccccc2c1)n1nc(-c2ccco2)nc1NCc1ccc(F)cc1	20%
Cn1c(=O)c2c(SCc3c(F)cccc3Cl)nc(CC(C)(C)C)nc2n(C)c1=O	-4%
CCN(c1ccccc1)S(=O)(=O)c1ccc(OC)c(NS(=O)(=O)c2cccs2)c1	-5%

Some of the entries so far, with bars between the fields:
molecule | aSyn yeast rescue
Cc1ccc(C(=O)NCC(=O)OCC(=O)NC2CCCC(C)C2C)s1 (stereo unspecified) | -1%
CCN(c1ccccc1)S(=O)(=O)c1cccc(C(=O)NCC(c2ccc(F)cc2)N2CCOCC2)c1 (stereo unspecified) | -50%[inhibitor]
COc1ccccc1N1CCN(CC(O)COc2cc(C)cc(C)c2)CC1 (stereo unspecified) | -2%
O=C(NCc1ccc2c(c1)OCO2)C1CCCN1S(=O)(=O)c1ccc(F)cc1 (stereo unspecified) | -2%
CC(=O)Nc1c(C(=O)Nc2ccccc2F)oc2ccccc12 | -8%
Cc1occc1C(=O)NNS(=O)(=O)c1ccc([N+](=O)[O-])cc1 | 0%
NS(=O)(=O)c1ccc(NC(=S)NC(=O)c2ccc3c(c2)OCO3)cc1 | 4%
Cc1c(NC(=O)c2ccccc2)cc(C(C)C)c(O)c1S(=O)(=O)c1ccc(Cl)cc1 | -4%
CCOC(=O)CSc1nc2ccc(NC(=O)c3ccccc3F)cc2s1 | -12%
COC(=O)C1CCN(C(c2ccc(OC)c(OC)c2)c2sc3nc(C)nn3c2O)CC1 (stereo unspecified) | 0%
CCc1ccc(NC(=O)c2sc3nc4c(cc3c2N)CN(CC)CC4)cc1 | -11%
N#Cc1ccc(OCC(=O)OCC(=O)Nc2ccc(N3CCOCC3)cc2)cc1 | -38%[inhibitor]
CC(=O)N1CCCc2ccc(NS(=O)(=O)c3ccc(C)cc3)cc21 | -11%
O=S(=O)(c1ccc2ccccc2c1)n1nc(-c2ccco2)nc1NCc1ccc(F)cc1 | 20%

Continued:
SMILES	aSyn yeast rescue
Nc1ccc2nc3c(c(Cl)c2c1)CCCC3	-7%
Cc1ccc(NC(=O)CCn2nc(C)c(S(=O)(=O)N3CCCCC3)c2C)cc1Cl	-2%
O=C(NCCCCc1ccccc1)c1ccccc1Cl	12%
CC1=C(C(=O)OCC2CCCO2)C(c2coc3ccccc3c2=O)C2=C(CC(C)(C)CC2=O)N1 (stereo unspecified)	-6%
Cc1ccccc1OCC(=O)Nc1ccccc1NC(=O)c1ccco1	1%
CCCCCCNC(=O)O[C@H]1Cn2c(=O)ccc(=O)n2[C@@H]2CN(S(=O)(=O)c3ccc(C)cc3)C[C@]12O	-5%
S=C(NNc1nc(Nc2ccccc2)nc(N2CCCCC2)n1)NC1CCCCC1	-4%
COc1ccc(C)cc1NC(=O)N1CCN(c2cc(-c3noc(C)n3)ccc2C)CC1	9%
O=C(c1ccccc1)N1CCN(S(=O)(=O)c2cccc(NS(=O)(=O)c3ccccc3)c2)CC1	8%
O=C1/C(=C/c2cccs2)CCC1C1CCCC1 (stereo unspecified)	-13%
Cc1ccccc1NC(=O)CSc1nc2ccc(NC(=O)CCc3ccccc3)cc2s1	4%
COc1ccc(/C=N/NC(=O)C(=O)N2CCCCCC2)cc1	-7%
Cc1ccc(S(N)(=O)=O)cc1NC(=O)c1c(-c2c(Cl)cccc2Cl)noc1C	3%
O=C(C[C@H]1C(=O)N(Cc2cccnc2)C[C@@H]1Cc1ccccc1)Nc1ccc(Br)cc1	-4%
Cc1ccccc1CNC(=O)C1CCN(S(=O)(=O)Cc2ccccc2)CC1	-2%
Cc1ccc(N2CC(C(=O)NCCS(=O)(=O)N3CCN(c4ccccc4)CC3)CC2=O)cc1 (stereo unspecified)	-6%
CN(C)c1ccc(CNC(=O)CCn2c(=O)c3cccn3c3ccc(F)cc32)cc1	8%
COc1ccc(-c2nc3sc(CCNC(=O)C(C)(C)C)c(C)n3n2)cc1	1%
CCCOc1ccc(NC(=O)CC2C(=O)N(c3ccccc3)C(=O)N2Cc2ccco2)cc1 (stereo unspecified)	3%
O=C(O)C(Oc1ccc2ccccc2c1)c1ccccc1 (stereo unspecified)	1%
Cn1cc(C(=O)O)c(=O)c2cc(S(=O)(=O)N3CCOCC3)ccc21	-6%
COc1cc(C2c3c(oc4ccc(F)cc4c3=O)C(=O)N2c2nc(C)c(C)s2)cc(OC)c1OC (stereo unspecified)	-2%
C=C(C)CNC(=O)c1ccc(OC2CCN(C(=O)COC)CC2)cc1	4%
Cc1coc2c1c(C)cc1oc(=O)c(CC(=O)NCCc3ccc(Cl)cc3)c(C)c12	-1%
O=C(c1ccccc1)N(CCO)Cc1cc2cc3c(cc2[nH]c1=O)OCCO3	-1%
Cc1ccc(NC(=O)Cn2c(=O)n(CCc3ccccc3)c(=O)c3sc4ccccc4c32)cc1C	-15%
O=C(CSc1n[nH]c(-c2ccc(F)cc2)n1)NCc1ccccc1Cl	-18%
CN(C1CCCCC1)S(=O)(=O)c1ccc2c(c1)c(=O)c(C(=O)NCc1ccc(Cl)cc1)cn2C	3%
O=C(COC(=O)c1ccc(F)cc1F)Nc1cc(S(=O)(=O)N2CCOCC2)ccc1Cl	-9%
CCOCCCN1C(=O)c2ccccc2CC1(C)C(=O)NC1CCCCC1 (stereo unspecified)	-10%
Cn1nnc(NC(=O)c2ccc([N+](=O)[O-])cc2Cl)n1	-6%
CCOc1cc(C(=O)OCC(=O)NC(C)c2ccccc2)ccc1OCC(=O)N1CCOCC1 (stereo unspecified)	-13%
CCCCn1c(N)c(N(CCOC)C(=O)c2ccc(F)c(S(=O)(=O)N3CCOCC3)c2)c(=O)[nH]c1=O	-5%
Cc1cc(NS(=O)(=O)c2ccc(NC(=S)NC(=O)c3ccc(F)cc3Cl)cc2)no1	17%
Cn1c(CN2CCCCC2)nc2cc(NC(=O)c3cccc(Br)c3)ccc21	-5%
CCOc1ccc(OCC)c(NC(=O)c2cnn(-c3ccc(F)cc3)c2C2CCN(C(=O)OC(C)(C)C)CC2)c1	6%
CC1CCN(c2nc3ccccc3nc2C(F)(F)F)CC1	-7%
CCCCN1C(=O)C(CC(=O)NCc2cccs2)CC(C(=O)N(C)C)=C1C (stereo unspecified)	-7%
O=C(Nc1ccccc1NC(=O)c1ccco1)c1ccccc1	-4%
COc1ccc(C(=O)N2CCc3ccccc3C2)cc1S(=O)(=O)N1CCCC1	0%
Cc1ccn2c(-c3csc(Nc4ccc(C(=O)O)cc4)n3)c(C)nc2c1	0%
CN(C)c1cc(-c2ccc(F)cc2)oc(=O)c1Cl	-12%
COc1ccc(-c2nnc(C3CCN(S(=O)(=O)c4cccc(Cl)c4)CC3)o2)cc1	u
COc1cc2c(cc1OC)C(COc1ccccc1OC)N(C(=O)c1ccc(S(=O)(=O)N3CCCC3)cc1)CC2 (stereo unspecified)	1%
CC(C)(C)OC(=O)N1CCC(c2c(C(=O)Nc3cccc(C(F)(F)F)c3)cnn2-c2ccc(F)cc2F)CC1	0%
Cc1[nH]n(-c2ccccc2)c(=O)c1N=Nc1ccccc1O	6%
Cc1cccc(NS(=O)(=O)c2ccc(NC(=O)N3CCCC3)cc2)c1	-7%
Cn1c(-c2ccc(F)cc2)cnc1SCC(=O)Nc1ccccc1	0%
Cc1ccc(NC(=O)c2cc(C)nn2-c2ccccc2)cc1	-4%
Cc1cc(C)[n+](Cc2ccccc2)cc1C(N)=O	2%
Cc1ccccc1OC(=O)CSc1nnc(-c2ccc(F)cc2)o1	-12%
CCN(CC)C(=O)Cn1c(=O)cc(C)c2c(C)nn(C)c21	-10%
O=C(Nc1cccs1)Nc1cc(C(F)(F)F)ccc1Cl	-19%
Cc1oc2ccc(O)c(CN3CCCCC3C)c2c1C(=O)Nc1ccccc1 (stereo unspecified)	2%
COc1cccc(NC(=O)c2ccc(-c3nc(COc4ccccc4)c(C)o3)cc2)c1	-11%
O=C(CN1C(=O)COc2ccc(S(=O)(=O)N3CCOCC3)cc21)Nc1ccc(F)c(Cl)c1	-6%
